Assay outcomes deposited in PubChem BioAssay by several laboratories.
MC4R antagonist: antagonists of human melanocortin 4 receptor (MC4R); MC4R-expressing cells, MTII-stimulated cAMP, LANCE TR-FRET; inhibition, % at 6.5 µM; 360,000 compounds, 0.48% hits; AID 540295;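 active = inhibition above its plate's cutoff, the mean of tested wells on that plate plus 3 SD, cut at about 29% in these data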;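 note: 0% = Melanotan II alone and 100% = Melanotan II plus saturating MCL0020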
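Material: U2OS-MC4R stable cell line | Reagent: Melanotan II challenge after compound preincubation | Doses: One concentration, 6.5 µM nominal | Incubation: 30-min compound preincubation, 1-h Melanotan II challenge, 1-h detection, room temperature | Signal: TR-FRET cAMP assay | Replicates: One well per compound, no replicates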
ABHD5 PLIN5 PPI: blocks binding of human ABHD5 to perilipin-5 | Split G. princeps luciferase complementation, luminescence, 4 h | inhibition, % at 4 µM | 360,000 compounds, 0.78% hits | AID 602281;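 active = inhibition above the mean inhibition across every tested compound plus 3 SD, cut at about 22% in these data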;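 note: 0% = DMSO only wells and the 100% control is not disclosed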
CaV13 ICDI inh: Disruptors of the CACNA1D IQ motif to Ca2+-dependent inactivation inhibitor domain association, primary screening, Förster resonance energy transfer in intact living …; HEK cells, CFP/YFP FRET ICDI-IQ, plate reader, 10 min; percent FRET-ratio fall versus neutral wells; inhibition, % at 12.3 µM; 340,000 compounds, 0.098% hits;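 active = mean replicate inhibition of at least 30% and at least 1% of replicates passing that level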;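 note: 0% = median of the neutral control wells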
Exocytosis inh: blocks lytic granule exocytosis. TALL-104 LAMP-1 surface exposure, flow cytometry; cells stimulated with thapsigargin and PMA. inhibition, % at 10 µM. 360,000 compounds, 0.66% hits. AID 651702;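 active = inhibition above about 55%, limit read from the data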
ABCB6 inh 2: blocks the human ABCB6 transporter | K562-ABCB6 porphyrin accumulation, flow cytometry, 1 h; hits give low values | fluorescence ratio to DMSO, % at 10 µM | 360,000 compounds, 0.19% hits;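 active = fluorescence ratio to DMSO below 75%, the collection mean minus 3 SD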;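 note: signal is porphyrin accumulated inside mitochondria; 100% equals median channel fluorescence of DMSO control wells; lower ratio means ABCB6 inhibition with less porphyrin fluorescence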
Target sequence (Q9NP58 whole entry, looked up): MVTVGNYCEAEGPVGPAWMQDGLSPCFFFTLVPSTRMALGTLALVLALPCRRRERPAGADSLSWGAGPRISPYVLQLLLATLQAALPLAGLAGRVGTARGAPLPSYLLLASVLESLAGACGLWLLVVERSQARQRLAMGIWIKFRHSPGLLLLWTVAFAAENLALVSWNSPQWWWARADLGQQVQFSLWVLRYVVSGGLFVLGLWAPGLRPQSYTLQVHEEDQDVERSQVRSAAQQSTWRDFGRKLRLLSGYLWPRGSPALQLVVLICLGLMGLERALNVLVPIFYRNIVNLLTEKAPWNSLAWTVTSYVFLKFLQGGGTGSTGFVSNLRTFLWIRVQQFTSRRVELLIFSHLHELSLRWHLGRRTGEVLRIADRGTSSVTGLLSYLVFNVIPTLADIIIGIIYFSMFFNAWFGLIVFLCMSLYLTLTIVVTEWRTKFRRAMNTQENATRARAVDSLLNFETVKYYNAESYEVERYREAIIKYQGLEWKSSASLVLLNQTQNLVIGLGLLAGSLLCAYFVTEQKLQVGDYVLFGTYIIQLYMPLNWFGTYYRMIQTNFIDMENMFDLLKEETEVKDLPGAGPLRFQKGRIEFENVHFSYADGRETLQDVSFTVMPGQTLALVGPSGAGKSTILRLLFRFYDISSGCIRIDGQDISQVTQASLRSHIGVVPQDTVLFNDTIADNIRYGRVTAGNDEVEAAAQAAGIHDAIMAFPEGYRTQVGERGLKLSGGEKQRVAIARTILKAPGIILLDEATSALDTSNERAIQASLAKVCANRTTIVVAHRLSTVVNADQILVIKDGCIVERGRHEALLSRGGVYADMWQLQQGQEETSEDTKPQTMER
Glyco luc inh: blocks N-linked glycosylation in D54 reporter cells; D54 ERlucT glycosylation luciferase reporter, 24 h; percent of 100 nM tunicamycin response; 360,000 compounds, 0.23% hits; AID 588692; reporter increase, % at 12.5 µM;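 active = mean luciferase reporter signal, scaled so untreated is 0 and the glycosylation-blocking control 100, at or above a set limit in every replicate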;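 note: luciferase carries N-glycosylation sites so blocking glycosylation raises the light; 0% = median of neutral control wells and 100% = median of 100 nM tunicamycin wells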
HTR2A ag: mouse HTR2A agonism via beta-arrestin recruitment | P35363 | CHO-K1 mHTR2A beta-arrestin complementation, luminescence; percent of 30 µM serotonin response | activation, % at 7.6 µM | 360,000 compounds, 0.66% hits | AID 624169;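 active = activation above a run cutoff, the mean activation of all tested compounds plus 3 SD, cut at about 14% in these data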;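 note: 0% = plate median of compound wells and 100% = 30 µM serotonin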
H9c2 protect: modulators protecting cardiomyocytes from myocardial damage; 360,000 compounds, 0.63% hits; H9c2 cardiomyocytes, H2O2 injury protection, ATPLite, 2 h; protection from H2O2 cell death, % at 20 µM;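 active = compounds giving at least 50% protection of heart cells from peroxide-induced death in the single-dose screen, raw or plate-pattern-corrected value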;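 note: 0% = DMSO wells with peroxide and 100% = DMSO wells without peroxide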
MC4R barr agon: human MC4R agonism via beta-arrestin | AID 540308 | U2OS MC4R beta-arrestin complementation, luminescence; percent of melanotan II response, DMSO zero | P32245 | activation, % at 8.9 µM | 360,000 compounds, 0.98% hits;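 active = activation above a per-plate cutoff, the mean activation of sample wells on that plate plus 3 SD, cut at about 8% in these data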
PDI turbidity: PDI (human) enzyme inhibition; P07237; PDI insulin aggregation turbidity, A650, 90 min; inhibition, % at 10 µM; 350,000 compounds, 0.052% hits; AID 588391;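 active = mean inhibition across replicates of 30% or more, whatever share of single replicates reach that level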;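 note: absorbance from insulin aggregation driven by PDI reduction with DTT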
The depositor's hits bear a star; / = no result given. Outcome played no part in choosing rows, and some 4.2% of all compounds hit somewhere here.

SMILES	MC4R antagonist	ABHD5 PLIN5 PPI	CaV13 ICDI inh	Exocytosis inh	ABCB6 inh 2	Glyco luc inh	HTR2A ag	H9c2 protect	MC4R barr agon	PDI turbidity
O=C(CSc1nnc2n1CCCN2)c1ccc([N+](=O)[O-])cc1	-5	-9	-2	-2	104	1	-1	-3	-2.1	-1
O=C(Nc1ccc(F)c(Cl)c1)c1cc(C2CCCN(C(=O)CCc3ccccc3)C2)on1 (centres undefined)	10	4	-4	-6	94	-2	-5	1	-1.6	3
COc1cc(OC)cc(C(=O)NC(C(=O)Nc2ccc3nc(C)sc3c2)C(C)C)c1 (centres undefined)	1	-11	-3	-1	95	4	3	-5	-3.5	-3
Nc1ccc2c(Cl)cc(Cl)cc2c1	-8	-5	-14	-5	103	-1	-2	-15	0.8	1
CCc1cc2c(NCCC(=O)O)nc(C)nc2s1	3	-4	-4	0	90	0	-1	0	-1.4	-1
Cc1c2cn[nH]c(=O)c2c(C)n1Cc1ccc(F)cc1	3	0	3	3	96	0	-2	3	0.2	/
Cc1oc(-c2cccs2)nc1CN1CCN(CC(C)C)C(CCO)C1 (centres undefined)	9	-2	-4	-2	103	0	4	-1	-0.3	7
O=C(c1cccc(-n2cccc2)c1)N1CCN(S(=O)(=O)c2ccccc2Br)CC1	24	-9	-6	3	101	-1	-6	-6	0.1	-3
Cc1ccc(NC(=O)NC2CC(=O)N(c3ccc4c(c3)OCCO4)C2)cc1 (centres undefined)	2	-6	/	-2	103	0	2	-2	1.9	9
Nc1ccc2nc(CN3CCOCC3)[nH]c2c1	-5	-7	/	2	94	0	-3	5	3.2	2
OCC[C@@H]1C[C@H](O)[C@@H](O)[C@@]2(CCCCO2)O1	-2	1	-10	-10	97	3	9	-3	-1.7	-4
Nc1cc(C(=O)OCC(=O)N2CCOCC2)ccc1Cl	8	5	-4	-21	100	3	-2	3	0.9	4
COc1ccccc1C(O)c1ncc(-c2ccc(Cl)cc2)[nH]1 (centres undefined)	-9	-6	-6	18	104	0	-6	-2	-2.4	2
O=C(O)c1ccc(NC(CSCc2ccccc2F)C(=O)O)c([N+](=O)[O-])c1 (centres undefined)	1	-1	-5	0	102	2	7	7	-1.5	7
NC(=O)c1ccccc1OCC(=O)N1CCCc2ccccc21	6	3	-5	19	97	-2	5	23	-2.1	-5
CC(C)(C)C1(C)OC(C(N)=O)C(C(N)=O)O1 (centres undefined)	2	-8	/	1	94	-1	-8	1	-2.2	-3
CCN(Cc1ccncc1)C(=O)c1cc(COc2c(C)cccc2C)on1	4	2	-2	7	97	-1	2	0	-4.6	-9
COc1ccc(N=Cc2sc(O)c3ccccc23)cc1	-4	-22	-9	4	185	-7	-7	51*	-1.4	2
COCC(=O)Nc1ccc(Br)cc1C	6	1	-2	-11	99	2	-2	9	-1.1	-3
O=C(Nc1ccccc1)c1cc(C2CCCN(C(=O)CCc3ccccc3)C2)on1 (centres undefined)	6	3	-10	-5	92	-3	-3	0	-1.9	-1
COc1ccccc1CN(Cc1nc2ccccc2c(=O)[nH]1)C(=O)Nc1ccccc1C	15	1	/	-1	107	-1	3	18	4.0	2
COc1ccc(C(=O)N2CCCCC2c2cc(C(=O)Nc3cccc(C#N)c3)no2)cc1 (centres undefined)	-3	-2	-9	4	100	2	-4	-2	-0.4	3
Oc1ccc(/C=N/N2CCCCC2)cc1O	6	-5	-3	-8	98	-3	6	69*	-2.2	-5
N#Cc1cc([N+](=O)[O-])ccc1NC(=O)CSc1n[nH]c(=O)n1C1CC1	4	2	-8	-2	100	3	8	0	-1.3	0
Cc1ccc(-c2nnc(N3CCN(S(C)(=O)=O)CC3)c3ccccc23)cc1	16	5	-4	2	96	-4	-4	7	0.6	4
O=C(NC1CCCC1)C(C1CC1)n1c(-c2ccncc2)nc2ccccc21 (centres undefined)	/	-5	-10	-15	/	/	1	/	/	/
O=C(O)CN(c1ccccc1[N+](=O)[O-])S(=O)(=O)c1ccccc1	2	1	-4	-2	99	2	2	3	-1.2	2
CC(C)c1ccc(NC2CCCN(C(=O)c3ccc(N4CCOCC4)cc3)C2)cc1 (centres undefined)	6	-6	-5	-5	101	2	-5	-1	-3.1	-6
Cn1c(CNC(=O)CNC(=O)c2cccc(F)c2)cc(=O)n(C)c1=O	8	-4	-7	-18	101	5	5	4	-2.3	-4
CSCCC(NC(=O)c1cncc(Br)c1)C(=O)O (centres undefined)	8	1	-7	-2	94	-2	0	0	0.7	3
CCn1cc(CN2CCC(n3nccc3NC(=O)C(OC)c3ccccc3)CC2)cn1 (centres undefined)	15	-5	-2	-1	97	-1	2	0	-2.9	5
CCN1CCN(C(=O)C2CCC(=O)N(Cc3cccc(C(F)(F)F)c3)C2)CC1 (centres undefined)	-6	-2	-11	0	108	2	4	-1	-2.0	-2
CC(=O)Nc1cccc(NC(=O)CCCC2CCCCC2)c1	6	-5	-3	4	96	0	-2	-10	-1.2	-2
CC1(C(=O)NS(=O)(=O)C2CC2)CCN(C(=O)c2ccc(F)c(Cl)c2)C1 (centres undefined)	10	0	-6	1	99	2	-1	1	0.3	8
CCCCC(NC(C)=O)c1nc2ccccc2[nH]1 (centres undefined)	3	1	0	-3	108	3	2	4	0.0	/
Nc1nc(Sc2ccc(C(F)(F)F)cn2)n[nH]1	30*	-4	-2	-8	105	0	3	-4	-1.9	-4
COc1cccc(CCNC(=O)CC2C(=O)NCCN2CC(C)(C)C)c1 (centres undefined)	0	-23	1	-1	106	1	1	5	-1.8	-3
O=C(Oc1ccc(C(=S)N2CCOCC2)cc1)c1ccccc1[N+](=O)[O-]	20	2	-3	-5	101	1	5	4	0.4	4
COc1cccc(CNS(=O)(=O)c2ccc3c(c2)C(C)(C)C(=O)N3C)c1	0	3	/	5	94	0	2	-1	-2.7	-1
FC(F)(F)c1cccc(N2CCN(C(=S)NC3CCCCC3)CC2)c1	1	-4	-15	2	97	-1	2	-17	-0.3	0
CCOC(=O)CCCC(=O)N1CCOCCOCCOCC1	-4	-2	-6	-2	92	-1	2	4	1.8	-12
O=S(=O)(NC1CC1)c1ccc(S(=O)(=O)N2CCc3ccccc32)cc1	-8	6	/	-3	98	-1	-1	-17	-2.0	18
Cc1cc(OC(C)C(N)=O)nc(-c2ccccc2)n1 (centres undefined)	4	5	-5	0	90	1	1	10	0.9	2
O=C1C=C(NCc2ccc(Cl)cc2)CC(c2ccco2)C1 (centres undefined)	-1	-3	-5	0	92	-1	-3	1	-1.1	3
CC12CCC(C(=O)NCc3ccc(F)cc3)(OC1=O)C2(C)C (centres undefined)	7	-3	7	1	99	1	2	5	-0.2	2
Cc1ccc(S(=O)(=O)N2CCN(C(=O)NCc3ccc(F)cc3)CC2)c(C)c1	-3	-16	-4	19	100	-2	-3	6	-1.7	-3
O=C(CCC1CCCN(C(=O)c2ccc3c(c2)OCCO3)C1)NCc1ccccc1F (centres undefined)	16	-4	-6	2	98	1	-5	7	0.3	0
COCCNC(=O)C(c1ccncc1)N(C(=O)Cn1nnc2ccccc21)c1ccc(OC)cc1 (centres undefined)	6	2	-5	-5	109	-1	3	4	-0.5	1
COc1ccc(CSc2nc(C)cc(=O)[nH]2)cc1Br	-6	-2	/	-3	94	-1	4	-2	-0.6	-4
CC1CC(C)(C)CC2(C1)NC(=O)N(CC(=O)Nc1cc([N+](=O)[O-])ccc1F)C2=O (centres undefined)	3	-7	-1	0	92	2	-4	-2	-2.0	-7
O=C(OCc1cccc2ccccc12)c1ccc2c(=O)[nH]c(CN3CCOCC3)nc2c1	-2	3	-8	1	100	2	14	-1	-0.3	9
O=S(=O)(c1ccc(Br)s1)N1CCC(Cc2ccccc2)CC1	6	5	-6	-2	99	-4	7	-22	-0.2	10
O=C(Nc1ccccn1)c1ccc(NC(=O)c2ccco2)cc1	15	-4	0	1	91	-2	4	-5	0.0	2
O=C1CCCN1C1CCN(Cc2ccccc2)S(=O)(=O)N1 (centres undefined)	/	-24	-6	-5	99	/	5	/	/	/
COC(=O)COc1ccc(S(=O)(=O)NCc2cccnc2)cc1C	13	0	-7	-1	102	2	4	7	0.7	6

Ordered by formula weight (highest first): part of the list above.
SMILES	MC4R antagonist	ABHD5 PLIN5 PPI	CaV13 ICDI inh	Exocytosis inh	ABCB6 inh 2	Glyco luc inh	HTR2A ag	H9c2 protect	MC4R barr agon	PDI turbidity
O=C(OCc1cccc2ccccc12)c1ccc2c(=O)[nH]c(CN3CCOCC3)nc2c1	-2	3	-8	1	100	2	14	-1	-0.3	9
CC1CC(C)(C)CC2(C1)NC(=O)N(CC(=O)Nc1cc([N+](=O)[O-])ccc1F)C2=O (centres undefined)	3	-7	-1	0	92	2	-4	-2	-2.0	-7
Cc1ccc(S(=O)(=O)N2CCN(C(=O)NCc3ccc(F)cc3)CC2)c(C)c1	-3	-16	-4	19	100	-2	-3	6	-1.7	-3
O=S(=O)(c1ccc(Br)s1)N1CCC(Cc2ccccc2)CC1	6	5	-6	-2	99	-4	7	-22	-0.2	10
O=S(=O)(NC1CC1)c1ccc(S(=O)(=O)N2CCc3ccccc32)cc1	-8	6	/	-3	98	-1	-1	-17	-2.0	18
COC(=O)COc1ccc(S(=O)(=O)NCc2cccnc2)cc1C	13	0	-7	-1	102	2	4	7	0.7	6
COc1ccc(CSc2nc(C)cc(=O)[nH]2)cc1Br	-6	-2	/	-3	94	-1	4	-2	-0.6	-4
CCOC(=O)CCCC(=O)N1CCOCCOCCOCC1	-4	-2	-6	-2	92	-1	2	4	1.8	-12
O=C1CCCN1C1CCN(Cc2ccccc2)S(=O)(=O)N1 (centres undefined)	/	-24	-6	-5	99	/	5	/	/	/
CC12CCC(C(=O)NCc3ccc(F)cc3)(OC1=O)C2(C)C (centres undefined)	7	-3	7	1	99	1	2	5	-0.2	2
O=C1C=C(NCc2ccc(Cl)cc2)CC(c2ccco2)C1 (centres undefined)	-1	-3	-5	0	92	-1	-3	1	-1.1	3
Cc1cc(OC(C)C(N)=O)nc(-c2ccccc2)n1 (centres undefined)	4	5	-5	0	90	1	1	10	0.9	2
